HEK293 NOD2/NF-kB – NOD2 signaling inhibitors, cell-based, luminescence, uHTS, HEK293 (AID 1566). HEK293 NOD2/NF-kB luciferase reporter, luminescence; higher % means a stronger effect. inhibition, % at 4 µM, or EC50 in µM where a hit was titrated. hit rate 0.63% among 290,000; further: many of its hits are not listed in these tables
Dynein cargo inh – blocks dynein driven cargo transport along microtubules | z-score, hits read low | hit rate 0.47% among 220,000 | 3617.4 mouse cells, GR-EGFP nuclear translocation imaging; test concentration mostly 20 µM; stimulated with dexamethasone, 1 µM; stronger effect = lower value;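 active means plate z-score of nuclear minus cytoplasmic receptor signal below a set negative limit, without overly bright fluorescence or cell loss, cut at about -3.5 in these data, passing the limit was not always enough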;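 further: z-score of nuclear minus cytoplasmic ring GR-EGFP intensity difference per well; some compounds called inactive have numbers as strong as hits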
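Buffer or medium: tet-free, stripped-serum medium; reagent: dexamethasone at 1.0 µM final, 30 min; incubation: 48 h induction, 1 h compound, 30 min dex at 37 °C; measured by: formaldehyde fixation, Hoechst nuclear stain, 10x automated fluorescence imaging; read-out: nuclear-to-cytoplasmic GR-EGFP distribution per well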
AID2073 – inhibitors of Mint1-CaV2.2 protein interaction, biochemical, HTRF (AID 2073); HTRF protein-protein interaction, Mint1-CaV2.2; higher % means a stronger effect; one-dose inhibition, % at 20 µM; IC50 in µM for titrated hits; hit rate 0.19% among 290,000; in the data active means inhibition mostly above about 51%, no sharp cut-off; further: some results filed as inactive read as strong as hits
M1AAP inhibition – P. falciparum M1AAP inhibitors, biochemical, fluorogenic H-Leu-NHMec substrate, 1536-well (AID 1445). recombinant M1AAP, H-Leu-NHMec fluorogenic kinetic assay; higher % means a stronger effect. inhibition, % at 30 µM; hits with a dose series show IC50 in µM. hit rate 0.42% among 220,000;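 active means primary inhibition above the hit cutoff, then over 50% inhibition at one or more dose response concentrations, cut at about 23% in these data, passing the limit was not always enough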;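 further: plate controls were DMSO full reaction for no effect and no enzyme background for full effect; strong numbers were not always called active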
GPR55 beta-arrestin – selective activators of receptor GPR55 – imaging, U2OS cells, beta-arrestin-GFP redistribution, primary screen (AID 1961) | U2OS GPR55 beta-arrestin-GFP redistribution imaging; higher % means a stronger effect | one-dose activation, % at 10 µM; EC50 in µM for titrated hits | hit rate 0.048% among 290,000;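 active means activation above 40% with more than 50 cells counted in the well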;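 further: U2OS osteosarcoma cells stably expressing GPR55 and beta-arrestin-GFP; plate controls were DMSO negative control for no effect and LPI positive control for full effect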
KOR beta-arrestin-1 – kappa opioid receptor activators – cell-based, luminescence, uHTS, primary screen (AID 1777); KOR beta-arrestin recruitment, luminescence; higher % means a stronger effect; one-dose activation, % at 10 µM; EC50 in µM for titrated hits; hit rate 0.02% among 280,000; in the data active means activation above about 50%, passing the limit was not always enough; further: a part of the inactive calls stands beside numbers as strong as those of hits
NOD1 NF-kB reporter – inhibition of NOD1-driven NF-kB reporter – cell-based, luminescence, uHTS, primary screen (AID 1578) | hit rate 1% among 290,000 | inhibition, % at 4 µM, or EC50 in µM where a hit was titrated | NOD1-driven NF-kB luciferase reporter cells, luminescence; higher % means a stronger effect; in the data active means inhibition mostly above about 36%, no sharp cut-off; inactive means mostly below about 34%;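 further: HEK-293T reporter cells stimulated with the NOD1 agonist gamma-tri-DAP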
P. falciparum M17LAP – P. falciparum M17LAP inhibitors, primary screen, biochemical, fluorogenic H-Leu-NHMec substrate, 1536-well (AID 1619). recombinant M17LAP, H-Leu-NHMec fluorogenic kinetic assay; higher % means a stronger effect. one-dose inhibition, % at 30 µM; IC50 in µM for titrated hits. hit rate 0.38% among 220,000;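 active means compound inhibiting the enzyme by more than half at any dose during confirmatory dose-response retesting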;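 further: plate controls were full reaction with DMSO carrier for no effect and no enzyme background for full effect; strong numbers were not always called active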
KOR beta-arrestin-2 – kappa opioid receptor blockers – cell-based, luminescence, uHTS (AID 1778); KOR beta-arrestin recruitment, luminescence, antagonist mode; higher % means a stronger effect; inhibition, % at 10 µM; hits with a dose series show IC50 in µM; hit rate 0.091% among 290,000; further: strong numbers were not always called active
Dynein cargo inh cytoplasmic EGFP – second read-out of Dynein cargo inh, no call of its own (marks repeat the call); z-score; measured here: cytoplasmic GR-EGFP intensity; stronger effect = higher value
Dynein cargo inh nuclear GR-EGFP – second read-out of Dynein cargo inh, no call of its own (marks repeat the call); z-score; measured here: nuclear GR-EGFP intensity;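 lower value marks the stronger effect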
Dynein cargo inh cell count – further read-out of Dynein cargo inh, marked with its call; z-score; measured here: cell count per field
* marks the source's active call; other numbers are inactive results; nt = no result given; [ ] = another dose, or the depositor's remark. Unless noted, no stated cut-off is given here; in the data, active means inhibition above about 50%; inactive means the rest. A portion of the library; count on the stated rates, not on these rows.

Values run as follows: GPR55 beta-arrestin	NOD1 NF-kB reporter	Dynein cargo inh nuclear GR-EGFP	HEK293 NOD2/NF-kB	AID2073	M1AAP inhibition	P. falciparum M17LAP	Dynein cargo inh cytoplasmic EGFP	Dynein cargo inh	KOR beta-arrestin-2	Dynein cargo inh cell count	KOR beta-arrestin-1
- COc1cc(C(=O)OCC(=O)NC(=O)c2cccn2C)ccc1OC(F)F
→ 0.2%	-17%	0.0085	4%	27%	-2%	-4%	-0.16	0.14	-25%	-1.6	-0.1%
- CCOC(=O)CSc1nnc(CNC(=O)c2ccc(OC)cc2OC)n1-c1ccc(OC)cc1
→ -0.1%	-18%	1.3	3%	-8%	-2%	-7%	-0.13	2.3	-7%	-1.6	4.2%
- O=C(CCC1COc2ccccc2O1)Nc1ccccn1 (stereo not drawn)
→ -0.1%	-20%	0.96	-19%	-8%	-3%	5%	-0.31	1.2	-14%	0.2	1.4%
- CC(C(=O)N(C)C1CCS(=O)(=O)C1)N1C(=O)/C(=C/c2cccs2)SC1=S (stereo not drawn)
→ -0.1%	18%	nt	15%	-3%	nt	nt	nt	nt	-49%	nt	0.2%
- CC(=O)N1CCCc2cc(S(=O)(=O)N3CCCC(C(=O)Nc4ccccc4C)C3)ccc21 (stereo not drawn)
→ -0.2%	-18%	nt	21%	-3%	nt	nt	nt	nt	-31%	nt	-3.1%
- COc1ccccc1-c1nnc(SCC(=O)c2ccc(C3CCCCC3)cc2)n1Cc1ccco1
→ -0.1%	20%	-0.32	-30%	7%	2%	6%	-0.14	-0.64	-21%	0.51	-1.3%
- O=C(NNc1nc(-c2ccc(Cl)cc2)cs1)c1ccco1
→ 0.2%	-26%	0.079	9%	52%	-5%	3%	-0.059	-0.23	nt	0.28	-1.2%
- Cc1cccc(C)c1OCc1cc(C(=O)N(C)CCc2ccccn2)no1
→ 0.0%	-7%	nt	17%	-6%	nt	nt	nt	nt	19%	nt	-1.1%
- O=C(O)c1oc2ccccc2c1CSCc1ccccc1
→ 0.7%	-23%	0.89	4%	8%	3%	1%	-0.15	2.1	-4%	-0.47	-6.9%
- Cc1ccc(C(=O)NCC(=O)OCC(=O)c2ccc3c(c2)NC(=O)CO3)cc1
→ 0.3%	-14%	-0.19	-4%	-3%	10%	-3%	-0.29	-0.32	-26%	0.75	7.7%
- CCOC(=O)N1N=C(c2ccccc2)CC1(O)C(C)(F)F (stereo not drawn)
→ 0.2%	-18%	-0.65	18%	8%	7%	-2%	-0.26	-1.2	-9%[20 µM]	0.86	nt
- O=C(COc1ccccc1)NCc1n[nH]c(=S)n1-c1ccccc1
→ -0.3%	-7%	-0.46	19%	18%	-1%	6%	-0.21	-1.1	-5%	0.2	-4.7%
- CC(C)(C)NC(=O)C(=O)NNC(=O)c1cccc(Br)c1
→ -0.4%	21%	-0.26	16%	25%	16%	9%	-0.34	-0.62	-20%	0.7	8.1%
- CS(=O)(=O)NN1C(=O)c2ccccc2NC1c1cccc(O)c1 (stereo not drawn)
→ 0.0%	-22%	-0.025	-6%	5%	0%	-18%	-0.23	-0.15	-11%	-0.58	7.8%
- CCCCC(CC)C(=O)NCC(C)NC(=O)C(CC)CCCC (stereo not drawn)
→ -0.4%	16%	-0.56	-21%	3%	5%	3%	-0.31	-0.43	11%	0.38	1.4%
- COc1ccc(NC(=O)c2ccccc2[N+](=O)[O-])cc1
→ -0.3%	-24%	0.16	-4%	3%	9%	1%	-0.098	-0.073	11%	-0.28	-5.9%
- CCCCn1c2c(c(=O)n(C)c1=O)C(CC(=O)OCC(=O)Nc1cccc(C(F)(F)F)c1)C(=O)N2 (stereo not drawn)
→ 0.6%	-13%	-0.27	14%	-6%	10%	15%	-0.23	-0.55	-10%	1.3	0.9%
- Cc1nn(-c2ccccc2)c2c1C(c1ccc(F)cc1F)C(C#N)=C(N)O2 (stereo not drawn)
→ 0.4%	nt	-1	0%	-4%	3%	8%	-0.006	-0.96	12%	0.041	-3.3%
- COc1ccc(CCNCc2ccccc2N2CCCC2)cc1
→ -0.1%	-2%	nt	2%	5%	nt	nt	nt	nt	-4%	nt	-3.0%
- Cc1ccc(C(=O)N2CCN(c3ccc(NC(=S)NC(=O)Cc4ccccc4)cc3)CC2)cc1
→ -0.2%	nt	0.44	23%	-10%	-2%	-3%	-0.17	-0.024	6%	0.1	-2.2%
- O=C(c1ccccc1)N1N=C(C(F)(F)F)CC1(O)c1ccccc1 (stereo not drawn)
→ -0.1%	-14%	nt	13%	11%	nt	nt	nt	nt	-12%[20 µM]	nt	-5.6%
- Cc1cc(C)cc(NC(=O)C(=O)NCCc2c[nH]c3ccccc23)c1
→ 0.1%	-35%	-0.066	3%	-2%	-2%	-6%	-0.33	-0.61	10%	0.95	-2.5%
- O=C(CSc1nncn1-c1ccccc1)Nc1c(F)cccc1F
→ -0.2%	-18%	nt	-2%	11%	nt	nt	nt	nt	-9%	nt	-1.5%
- C#CCn1c(-c2cccs2)nc2ccccc21
→ -0.1%	-6%	-0.93	-18%	-12%	6%	3%	-0.17	-1.3	-12%[20 µM]	0.71	nt
- CCOc1ccccc1NS(=O)(=O)c1c(C)noc1C
→ 0.1%	-29%	-1.1	-5%	5%	4%	2%	0.46	-1.5	-16%	0.51	4.1%
- Cc1ccc(CNC(=O)c2cc3c(=O)n4ccccc4nc3n(CC3CCCO3)c2=N)cc1 (stereo not drawn)
→ -0.1%	-27%	0.42	9%	18%	16%	-264%	-0.11	-0.018	-7%	-0.34	-1.6%
- CC1CCCCN1C(=O)CSc1nc(C2CC2)nc2c1cnn2-c1ccccc1 (stereo not drawn)
→ 0.5%	-20%	0.41	-1%	-21%	2%	14%	-0.24	-0.27	20%	1.4	3.2%
- COc1ccccc1NC(=S)N1CCN(C/C=C/c2ccccc2)CC1
→ -0.2%	-21%	-0.15	-8%	-18%	11%	-23%	-0.18	-0.74	nt	0.4	-3.4%
- CCOc1c(Br)cc(CNc2ccc3c(c2)OCCO3)cc1OC
→ 0.0%	-12%	0.22	-7%	-6%	9%	3%	-0.14	-0.3	-183%	0.092	2.1%
- O=C(NC(Cc1ccccc1)C(=O)O)C1CCCCC1 (stereo not drawn)
→ -0.3%	-8%	0.29	14%	14%	0%	5%	-0.15	0.71	3%	-0.75	-5.9%
- CC(C)Cc1c(O)nc(SCC(=O)Nc2ccc3c(c2)CCC3)[nH]c1=O
→ -0.3%	11%	1.1	7%	7%	3%	54%	-0.056	2.3	14%	-2.4	-4.8%
- CCCn1c(C(C)NS(=O)(=O)c2ccccc2)n[nH]c1=S (stereo not drawn)
→ -0.1%	6%	nt	13%	4%	nt	nt	nt	nt	23%	nt	2.2%
- CC12C(=O)N(CCC(=O)O)C(=O)C1C1C=CC2C1 (stereo not drawn)
→ -0.1%	30%	-0.12	-11%	4%	-4%	5%	-0.066	-0.15	-50%	0.72	-4.5%
- O=C(Cc1ccc(S(=O)(=O)N2CCCC2)s1)N1CCOCC1
→ -0.1%	-10%	0.23	-1%	7%	-2%	0%	-0.2	-0.086	2%	-0.65	-2.6%
- CCN1CCN(C(c2cccc(OC)c2OC)c2nnnn2Cc2ccco2)CC1 (stereo not drawn)
→ -0.2%	-11%	-0.23	2%	11%	5%	13%	-0.29	-0.28	-13%[20 µM]	0.52	nt
- C/C(=N/NC(=O)c1ccc(Br)o1)c1cccc(NC(=O)c2ccc(C)o2)c1
→ 0.0%	6%	-0.14	13%	-6%	6%	-1%	-0.29	-0.13	8%	1.4	2.9%
- CC(C)Cn1c(N)c(C(=O)COC(=O)c2cnc(Cl)c(Cl)c2)c(=O)n(C)c1=O
→ -0.2%	2%	-0.54	15%	-18%	-1%	0%	-0.21	-1.3	15%	1.2	-4.5%
- CN(C)c1ccc(CNn2cnnc2SCc2ccc(F)cc2)cc1
→ -0.1%	-4%	0.78	12%	-4%	3%	12%	-0.18	0.5	16%	-0.9	-0.7%

Assay outcomes: PubChem BioAssay, several laboratories
